POLI inh – DNA polymerase iota (human) inhibition | Q9UNA4 | Pol iota fluorescent replication assay, 10 min | Potency, µM (doses to about 115 µM), for the others: top-dose activity, negative = inhibition, hits mostly inhibitors | actives 1% (n = 390,000) | AID 588590
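Pol iota at 10 nM preincubated 15 min with compounds at room temperature; reaction started with fluorescent substrate, 50 nM final. Fluorescence read kinetically at 0 and 10 min; buffer-only wells as negative control.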
APEX1 inh – inhibitors of human APE1 endonuclease; recombinant APE1, TAMRA/BHQ-2 abasic DNA cleavage fluorescence; Potency, µM (series often up to 65.8 µM), inactives show at the top dose activity change, negative = inhibition, actives largely listed as inhibitors; actives 0.35% (n = 350,000);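 note: plate controls were vehicle for no effect and reference inhibitor for full effect; nearly all actives have a fitted effect of over 55% in size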
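Step 1: APE1 (0.75 nM) with compound, 15 min RT. Step 2: add 50 nM fluorophore/quencher THF duplex. Step 3: three fluorescence reads 60 s apart (525/598 nm); read 3 minus read 1 = reaction progress.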
BLM inh – blocks DNA unwinding by human BLM helicase; recombinant BLM DNA unwinding, fluorescence dequenching; Potency, µM (top dose mostly 56.1 µM), inactives show top-dose activity change, negative = inhibition, actives largely listed as inhibitors; actives 0.2% (n = 350,000); AID 2528;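 note: plate controls were vehicle for no effect and no enzyme for full effect; nearly all actives have a fitted effect of over 35% in size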
JMJD2A Tudor – JMJD2A Tudor domain (human) inhibition | O75164 | AlphaScreen JMJD2A-Tudor / H3K4me3 peptide binding | Potency, µM (titrated, usually from 114 µM), for inactives: at the highest dose activity change, negative = inhibition, actives largely listed as inhibitors | actives 4.4% (n = 390,000); note: % is set by controls: 0 for no effect and ±100 for the full control effect; nearly all actives have a fitted effect of over 50% in size
Target sequence (O75164 whole entry, looked up, the tested form may be a part): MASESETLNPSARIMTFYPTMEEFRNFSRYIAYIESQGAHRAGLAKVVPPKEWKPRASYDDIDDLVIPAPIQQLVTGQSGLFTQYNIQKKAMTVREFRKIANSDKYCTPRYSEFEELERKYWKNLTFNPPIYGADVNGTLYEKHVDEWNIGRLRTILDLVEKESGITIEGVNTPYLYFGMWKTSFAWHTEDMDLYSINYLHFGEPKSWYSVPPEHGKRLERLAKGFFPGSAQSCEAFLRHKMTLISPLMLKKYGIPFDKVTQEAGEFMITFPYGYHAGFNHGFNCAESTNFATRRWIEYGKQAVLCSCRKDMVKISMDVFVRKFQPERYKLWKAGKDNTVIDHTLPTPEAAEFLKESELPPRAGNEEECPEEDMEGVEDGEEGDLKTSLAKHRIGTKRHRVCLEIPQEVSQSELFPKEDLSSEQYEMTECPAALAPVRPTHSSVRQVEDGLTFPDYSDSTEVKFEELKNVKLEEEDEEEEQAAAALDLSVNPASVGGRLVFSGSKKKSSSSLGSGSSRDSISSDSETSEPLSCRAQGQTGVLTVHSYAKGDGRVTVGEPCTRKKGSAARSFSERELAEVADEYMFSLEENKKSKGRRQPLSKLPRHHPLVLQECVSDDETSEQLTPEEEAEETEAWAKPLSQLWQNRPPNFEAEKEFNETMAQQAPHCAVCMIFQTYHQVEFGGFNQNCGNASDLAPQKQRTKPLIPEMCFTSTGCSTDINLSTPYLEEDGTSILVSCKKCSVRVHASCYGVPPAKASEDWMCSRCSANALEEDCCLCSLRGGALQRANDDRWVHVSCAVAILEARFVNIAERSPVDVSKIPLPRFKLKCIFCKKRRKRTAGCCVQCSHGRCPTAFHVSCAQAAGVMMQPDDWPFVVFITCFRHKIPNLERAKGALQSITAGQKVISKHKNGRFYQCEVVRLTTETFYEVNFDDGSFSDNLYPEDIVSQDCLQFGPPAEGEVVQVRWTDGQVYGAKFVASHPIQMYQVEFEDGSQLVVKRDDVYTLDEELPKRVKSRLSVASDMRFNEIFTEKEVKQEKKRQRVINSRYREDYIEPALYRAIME
POLB inh – DNA polymerase beta (human) inhibition; P06746; Pol beta primer extension/strand displacement, fluorescence kinetic; Potency, µM (series often up to 114 µM), without a hit: at the top dose activity change, negative = inhibition, hits mostly inhibitors; actives 1.3% (n = 340,000); AID 485314; note: % is set by controls: 0 for no effect and ±100 for the full control effect
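10 nM enzyme + cpd, 15 min RT; start with substrate 50 nM final; read 0 min and after 10 min RT. Corrected, normalized data; 4-parameter Hill curve fit.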
POLK inh – inhibitors of human DNA polymerase kappa; Potency, µM (titrated, usually from 107 µM), for inactives: at the top dose activity, negative = inhibition, hits mostly inhibitors; Q9UBT6; purified Pol kappa, fluorescent DNA synthesis assay, 10 min; actives 0.53% (n = 400,000); note: % is set by controls: 0 for no effect and ±100 for the full control effect
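Kinetic fluorescence screen: compound preincubated 15 min RT with 10 nM enzyme; 50 nM substrate (final) initiates; reads at 0/10 min.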
BAZ2B inh – blocks human BAZ2B. Q9UIF8. AlphaScreen BAZ2B-H3K14Ac peptide displacement. Potency, µM (highest dose often 114 µM), without a hit: at the top dose activity change, negative = inhibition, usual class: inhibitors. actives 4.4% (n = 360,000); note: % is set by controls: 0 for no effect and ±100 for the full control effect; nearly all actives have a fitted effect of over 60% in size
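BAZ2B (50 nM) with biotin-H3(5-23)K14Ac peptide (50 nM) in PBS pH 7.4, 0.01% Tween-20, preformed 30 min, then compound 30 min at room temperature; top concentration 110uM. AlphaScreen streptavidin donor/nickel chelate acceptor beads (10 ug/mL final), 20 min dark, signal read.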
Pol eta inh – blocks human DNA polymerase eta activity; recombinant Pol eta, fluorescent DNA replication assay; Potency, µM (titrated, usually from 114 µM), without a hit: at the highest dose activity change, negative = inhibition, actives largely listed as inhibitors; actives 1.2% (n = 390,000); AID 588591; note: % is set by controls: 0 for no effect and ±100 for the full control effect
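Pol eta at 10 nM preincubated with compounds 15 min at room temperature; reaction started with fluorescent substrate (50 nM final) and read kinetically at 0 and 10 min.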
G9a inh – G9a (human) methyltransferase inhibition; G9a H3K9 monomethylation, AlphaScreen, 2 h; AID 504332; actives 8.8% (n = 350,000); Potency, µM (top dose mostly 102 µM), without a hit: at the top dose activity, negative = inhibition, usual class: inhibitors; Q96KQ7; note: % is set by controls: 0 for no effect and ±100 for the full control effect; nearly all actives have a fitted effect of over 75% in size
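Methyltransferase reactions run at room temperature for 2 h (20 nM enzyme, 500 nM biotin-H3K9 peptide, 20 uM SAM) after a 15 min compound preincubation; product detected by AlphaScreen beads and anti-H3K9me1 antibody.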
Starred values were filed as active, the others as inactive; ? = inconclusive; . = not tested or not shown; [ ] = another dose, or the depositor's remark. Calls come from the whole dose curve; as a rule, active = well fitted curve in the direction sought with a large enough effect; inconclusive = small, poorly fitted or top-dose-only effect, or another doubt; inactive = no such curve, though single readings can be large; an effect the other way counts as inactive or inconclusive. Potency is the fitted concentration of half-maximal effect. This is a subset, so the mix of outcomes need not match the whole.

nr	structure	POLI inh	APEX1 inh	BLM inh	JMJD2A Tudor	POLB inh
1	CCCNS(=O)(=O)c1ccc(N2CCCC2=O)c([N+](=O)[O-])c1	-17.2%	-0.3%	5.5%	-4.1%	-0.9%
2	CN(C)S(=O)(=O)c1ccc(NC(=O)COC(=O)CC2CC3CCC2C3)cc1 (stereo not given)	3.6%	-10.8%	-7.8%	-15.1%	11.6%
3	COc1ccc(C)cc1NC(=O)Nc1ccc2c(c1)CCC2	4.8%	-17.1%	-4.1%	-21.6%	8.0%
4	O=C(C1CCC(Cn2c(=S)[nH]c3ccccc3c2=O)CC1)N1CCN(c2ccccn2)CC1 (stereo not given)	-14.2%	5.9%	-6.6%	-25.3%	?
5	O=C(c1ccc(C(F)(F)F)cc1)N1CCN(c2ccc(N3CCOCC3)nn2)CC1	27.5%	13.3%	.	-5.7%	.
6	S=c1[nH]nc(COc2ccc(Cl)cc2)n1-c1ccc(Cl)cc1	88.4%[activator]	13.8%	-4.2%	?	9.2%
7	Cc1cc(C)c[n+](-c2[nH]c(=O)sc2/C=N/N=C(\N)[S-])c1	-7.4%	?	-0.6%	-10.9%	1.0%
8	C/C(N)=C(/C#N)C(=O)COC(=O)c1cccc(O)c1	2.5%	-1.7%	-3.1%	-3.4%	-0.3%

nr	POLK inh	BAZ2B inh	Pol eta inh	G9a inh
1	-8.5%	5.3%	-6.7%	7.5%
2	3.0%	-12.7%	5.5%	-4.6%
3	11.2%	-10.5%	-6.1%	-3.4%[0.501 µM]
4	7.5%	-16.6%	-3.9%	44.4%[59 µM]
5	-8.1%	9.7%	0.7%	-29.8%
6	-10.8%	?	-1.7%	1.1%[0.501 µM]
7	-2.4%	?	8.8%	39.8µM*
8	14.5%	-12.1%	-18.3%	-3.4%

Additional records follow:
nr	structure	POLI inh	APEX1 inh	BLM inh	JMJD2A Tudor	POLB inh
9	Cc1ccc(C(=O)NN2CC(O)=C(c3nc(-c4cccc([N+](=O)[O-])c4)cs3)C2=N)cc1	?	4.5%	-15.1%	-12.0%[11.4 µM]	5.01µM*
10	CC1Sc2ccc(S(=O)(=O)CCC(=O)N(C)Cc3ccco3)cc2NC1=O (stereo not given)	15.0%	43.4%	-0.3%	-22.6%	1.5%
11	O=S(=O)(c1ccc(N2CCN(Cc3ccccc3)CC2)nc1)N1CCCC1	-13.4%	-1.7%	.	-11.8%	.
12	CNS(=O)(=O)c1ccc(C(=O)NCC(=O)NCCc2ccc3c(c2)OCCO3)cc1	-10.5%	4.0%	.	-14.1%	.
13	Cc1ccc(-n2nc(C(=O)NCCc3cccc(C)c3)c3c4ccccc4n(C)c3c2=O)cc1	12.4%	.	0.3%	-0.7%	?
14	Cc1cccc(NC(=O)C2CC(O)CN2C(=O)Oc2ccccc2)c1 (stereo not given)	57.2%[activator]	21.4%	-6.0%	-1.7%	12.4%
15	O=c1ccc(NS(=O)(=O)c2ccccc2)cn1Cc1ccc(Cl)c(Cl)c1	8.3%	-7.6%	-2.0%	-27.0%	2.2%
16	Cc1cc(N)c2ccccc2[n+]1CCCCCCCCCCCCCC[n+]1c(C)cc(N)c2ccccc21	-123.2%[58.9 µM]	-9.1%	.	.	10µM*

nr	POLK inh	BAZ2B inh	Pol eta inh	G9a inh
9	-10.3%	-35.0%	-8.7%	-11.0%
10	6.0%	-28.9%	-6.1%	-2.6%
11	6.9%	-4.1%	-22.7%	-8.8%[2.33 µM]
12	-14.5%	-6.1%	-3.8%	-2.4%[12.7 µM]
13	-12.8%	.	-0.3%	-20.1%[59 µM]
14	-4.9%	-1.6%	-10.3%	-7.5%
15	0.4%	-9.1%	-3.8%	?
16	.	.	?	0.398µM*

Other entries:
nr	structure	POLI inh	APEX1 inh	BLM inh	JMJD2A Tudor	POLB inh
17	CCOc1cc(C2C3=C(CC(C)(C)CC3=O)N(CCCOC)C3=C2C(=O)CC(C)(C)C3)ccc1O	-3.0%	-2.1%	0.1%	-14.4%	52.0%
18	CC1(C)C(/C=C/C=C/C=C/C=C2\N(CCCCS(=O)(=O)O)c3ccc4ccccc4c3C2(C)C)=[N+](CCCCS(=O)(=O)[O-])c2ccc3ccccc3c21	12.6µM*	.	?	6.31µM*	.
19	COc1cccc(NC(=O)CN(C)C(=O)c2ccc(S(=O)(=O)Nc3ccccc3F)cc2)c1	6.8%	23.9%	.	-9.0%	.
20	S=C(Nc1ccccc1)N(CCN1CCOCC1)Cc1cccc(Cl)c1	15.3%	6.8%	-15.6%	-30.7%	-5.2%
21	O=C(Cn1cnc2c(OCc3ccccc3)ncnc21)NCc1ccccc1	-18.6%	7.9%	.	?	.
22	O=C(CCCc1c[nH]c2ccccc12)Nc1ccc(S(=O)(=O)Nc2ncccn2)cc1	37.3%[activator]	1.6%	0.9%	-1.4%	0.3%
23	CCOc1ccc(NC(=O)CN2C(=O)CSc3ccc(S(=O)(=O)N4CCOCC4)cc32)cc1	-1.3%	-8.3%	-3.8%	-21.2%	-2.6%
24	CC(C)CNS(=O)(=O)c1cc2c3c(c1)CCC(=O)N3CCC2	-12.8%	-16.6%	0.4%	-8.2%	31.5%

nr	POLK inh	BAZ2B inh	Pol eta inh	G9a inh
17	14.3%	-6.8%	8.0%	.
18	22.4µM*	.	7.08µM*	?
19	-10.5%	9.2%	-12.4%	-1.4%
20	-15.9%	-12.0%	0.6%	13.2%[59 µM]
21	7.9%	.	1.7%	.
22	2.5%	-22.4%	-17.5%	-1.0%
23	-0.6%	-35.6%	1.6%	21.0%[59 µM]
24	-11.3%	-6.5%	-4.1%	.

Compound profiles, from the list above. Order of screens: POLI inh	APEX1 inh	BLM inh	JMJD2A Tudor	POLB inh	POLK inh	BAZ2B inh	Pol eta inh	G9a inh
`Cc1ccc(C(=O)NN2CC(O)=C(c3nc(-c4cccc([N+](=O)[O-])c4)cs3)C2=N)cc1` reads ?	4.5%	-15.1%	-12.0%[11.4 µM]	5.01µM*	-10.3%	-35.0%	-8.7%	-11.0%
`O=c1ccc(NS(=O)(=O)c2ccccc2)cn1Cc1ccc(Cl)c(Cl)c1` reads 8.3%	-7.6%	-2.0%	-27.0%	2.2%	0.4%	-9.1%	-3.8%	?

(further entries)
nr	structure	POLI inh	APEX1 inh	BLM inh	JMJD2A Tudor	POLB inh
25	COc1ccc(Cc2ccccc2C(=O)O)cc1	?	.	.	-10.3%	.
26	Cc1cc(C)cc(-n2c(SCC(=O)N3CCc4ccccc43)nc3c([nH]c4ccccc43)c2=O)c1	1.8%	.	-3.2%	-5.2%	37.7%
27	O=C(CN1C(=O)CSc2ccc(S(=O)(=O)N3CCOCC3)cc21)NCCCN1CCc2ccccc2C1	-10.8%	-4.5%	-7.7%	-22.9%	39.0%
28	COC(=O)C1CCN(C(=O)COC(=O)c2ccc(=O)n(Cc3ccccc3)n2)CC1	15.3%	26.9%	.	-2.0%	.
29	COc1cccc(CNC(=O)CN2C(=O)CSc3ccc(S(=O)(=O)N(C)C)cc32)c1	18.4%	.	1.0%	-2.6%	-15.9%
30	CC1CCN(S(=O)(=O)c2ccc3ncn(CC(=O)N4CCN(C)CC4)c(=O)c3c2)CC1	15.7%	-12.4%	0.6%	-4.8%	-0.8%
31	O=C(COC(=O)c1ccc2c(c1)OCCO2)Nc1ccc(F)cc1F	7.9%	23.8%	.	-5.6%	.
32	COCc1ccc(C(=O)N2CCCC(Nc3ccc(F)c(F)c3)C2)s1 (stereo not given)	-4.2%	2.3%	-1.5%	-12.5%	36.9%

nr	POLK inh	BAZ2B inh	Pol eta inh	G9a inh
25	-13.0%	.	-3.2%	.
26	-0.8%[60.1 µM]	5.7%	-5.9%	18.6%[59 µM]
27	-7.9%	-1.6%	-5.3%	-30.9%
28	-8.2%	7.5%	-4.5%	17.7%[2.33 µM]
29	-1.0%	-15.4%	-16.9%	-3.7%[59 µM]
30	-4.2%	5.4%	12.1%	?
31	-13.8%	.	?	.
32	-2.7%	-11.7%	-14.7%	.

Next section:
nr	structure	POLI inh	APEX1 inh	BLM inh	JMJD2A Tudor	POLB inh
33	O=C(O)c1cn(Cc2ccccc2)nc1-c1cccnc1	-10.9%	3.0%	-3.0%	-8.0%	106.0%
34	COc1ccccc1NC(=O)/C(=C/c1cccs1)NC(=O)c1ccco1	57.3%[activator]	-6.4%	-1.2%	-8.9%	39.6%
35	Cc1c(/C=N/NC(=O)C2(O)c3ccccc3-c3ccccc32)cnn1C	13.6%	?	2.9%	7.9%	2.1%
36	COc1ccc(/C=C/C(=O)Nc2nc3n(n2)C(c2ccccc2)C=C(c2ccccc2)N3)cc1 (stereo not given)	2.2%	.	-6.9%	-32.5%	-0.1%
37	Cc1cc(N=Nc2ccccc2C(=O)O)c(C)c(C)c1O	33.1%	-10.5%	-11.6%	-20.6%[11.4 µM]	4.2%
38	CCNC(=O)c1ccc(-n2c(-c3ccccc3)cc3c2CCCCC3)cc1	?	.	-2.1%	-27.6%	-9.6%
39	COc1ccc(N2C(=S)NC3N2C(=S)NC3(C)c2ccccc2)cc1 (stereo not given)	49.8%[activator]	-2.8%	-8.0%	-23.5%	-2.4%
40	O=C(c1cccc(C(F)(F)F)c1)C1CCCN(C(=O)Cn2cncn2)C1 (stereo not given)	10.5%	41.6%	-1.6%	-8.6%	9.1%
41	CC1=NN(C(=O)COc2ccccc2)C(O)(c2cccnc2)C1 (stereo not given)	-16.2%	2.6%	-3.7%	0.7%	-27.9%
42	O=C(CN1CCN(c2ccccc2O)CC1)Nc1cc(S(=O)(=O)N2CCCC2)ccc1Cl	-10.0%	-12.0%	.	?	.

nr	POLK inh	BAZ2B inh	Pol eta inh	G9a inh
33	-2.5%	0.9%	5.9%	0.5%
34	-10.6%	-10.1%	3.3%	.
35	-6.2%	11.2%	-7.6%	4.4%[59 µM]
36	-7.5%	-19.0%	-4.8%	-9.4%[59 µM]
37	-12.6%	28.2µM*	-9.4%	31.6µM*
38	-10.3%	1.0%	-1.7%	-9.8%[59 µM]
39	-4.7%	?	-22.1%	28.2µM*
40	8.9%	-13.6%	-4.6%	20.5%
41	-0.2%	-8.6%	-20.5%	.
42	-29.4%	-36.2%	-12.7%	?
